# From PubChem BioAssay
# Pol kappa inh = qHTS for Inhibitors of Polymerase Kappa. DNA polymerase kappa (Homo sapiens), Q9UBT6. purified Pol kappa, fluorescent DNA synthesis assay, 10 min. Potency, µM (doses to about 107 µM), for inactives: top-dose activity, negative = inhibition, hits mostly inhibitors. hit rate 0.53% among 400,000. AID 588579, 2011; note: % is set by controls: 0 for no effect and ±100 for the full control effect
#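 Kinetic fluorescence screen: compound preincubated 15 min RT with 10 nM enzyme; 50 nM substrate (final) initiates; reads at 0/10 min.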
# BLM helicase inh = qHTS Assay for Inhibitors of Bloom's syndrome helicase (BLM) | AID 2528, 2010 | Potency, µM (doses to about 56.1 µM), for inactives: top-dose activity change, negative = inhibition, actives largely listed as inhibitors | hit rate 0.2% among 350,000 | RecQ-like DNA helicase BLM (Homo sapiens), P54132 | recombinant BLM DNA unwinding, fluorescence dequenching;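 note: plate controls were vehicle for no effect and no enzyme for full effect; nearly all actives have a fitted effect of over 35% in size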
# JMJD2A Tudor = qHTS Assay for Inhibitors of JMJD2A-Tudor Domain | Lysine-specific demethylase 4A (Homo sapiens), O75164 | AlphaScreen JMJD2A-Tudor / H3K4me3 peptide binding | Potency, µM (series often up to 114 µM), inactives show top-dose activity change, negative = inhibition, usual class: inhibitors | hit rate 4.4% among 390,000; note: % is set by controls: 0 for no effect and ±100 for the full control effect; nearly all actives have a fitted effect of over 50% in size
# Target sequence (O75164 whole entry, looked up, the tested form may be a part): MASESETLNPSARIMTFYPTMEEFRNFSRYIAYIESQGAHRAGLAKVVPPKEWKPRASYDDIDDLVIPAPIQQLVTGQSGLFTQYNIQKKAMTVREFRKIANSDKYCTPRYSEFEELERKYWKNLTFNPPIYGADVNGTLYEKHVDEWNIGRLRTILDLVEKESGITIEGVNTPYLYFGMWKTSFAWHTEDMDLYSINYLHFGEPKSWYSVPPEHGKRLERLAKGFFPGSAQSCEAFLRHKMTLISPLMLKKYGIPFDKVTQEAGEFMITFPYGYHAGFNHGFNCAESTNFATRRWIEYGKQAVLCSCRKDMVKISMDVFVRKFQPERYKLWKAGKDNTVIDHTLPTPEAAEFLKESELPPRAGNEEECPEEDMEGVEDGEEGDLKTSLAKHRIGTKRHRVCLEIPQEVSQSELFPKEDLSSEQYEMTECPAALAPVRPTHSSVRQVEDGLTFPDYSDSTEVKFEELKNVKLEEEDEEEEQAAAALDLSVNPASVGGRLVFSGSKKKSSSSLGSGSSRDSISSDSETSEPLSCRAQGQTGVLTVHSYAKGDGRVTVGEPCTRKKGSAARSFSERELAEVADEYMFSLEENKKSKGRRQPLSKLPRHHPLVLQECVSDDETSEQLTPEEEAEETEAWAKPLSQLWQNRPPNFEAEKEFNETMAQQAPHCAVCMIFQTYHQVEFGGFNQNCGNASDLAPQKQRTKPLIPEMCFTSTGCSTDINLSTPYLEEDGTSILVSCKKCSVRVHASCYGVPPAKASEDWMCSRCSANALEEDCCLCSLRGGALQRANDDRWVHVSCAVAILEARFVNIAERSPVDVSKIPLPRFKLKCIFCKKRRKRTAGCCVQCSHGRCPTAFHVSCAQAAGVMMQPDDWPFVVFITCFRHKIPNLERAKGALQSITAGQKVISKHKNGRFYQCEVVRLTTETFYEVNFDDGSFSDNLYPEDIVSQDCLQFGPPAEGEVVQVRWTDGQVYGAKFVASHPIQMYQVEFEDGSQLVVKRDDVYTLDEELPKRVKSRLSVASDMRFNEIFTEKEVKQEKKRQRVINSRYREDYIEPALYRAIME
# BAZ2B block = qHTS Assay for Inhibitors of BAZ2B | Bromodomain adjacent to zinc finger domain protein 2B (Homo sapiens), Q9UIF8 | AlphaScreen BAZ2B-H3K14Ac peptide displacement | Potency, µM (highest dose often 114 µM), inactives show at the highest dose activity change, negative = inhibition, hits mostly inhibitors | hit rate 4.4% among 360,000; note: % is set by controls: 0 for no effect and ±100 for the full control effect; nearly all actives have a fitted effect of over 60% in size
#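 Multi-concentration screen (max 110 uM) measuring displacement of acetylated histone H3 peptide from BAZ2B by AlphaScreen, using 50 nM protein, 50 nM peptide and 10 ug/mL streptavidin donor plus Ni-chelate acceptor beads.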
# POLI inh = qHTS for Inhibitors of Polymerase Iota | hit rate 1% among 390,000 | Potency, µM (top dose mostly 115 µM), for inactives: at the highest dose activity, negative = inhibition, most hits filed as inhibitors | Pol iota fluorescent replication assay, 10 min | DNA polymerase iota (Homo sapiens), Q9UNA4
#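 Pol iota at 10 nM preincubated 15 min with compounds at room temperature; reaction started with fluorescent substrate, 50 nM final. Fluorescence read kinetically at 0 and 10 min; buffer-only wells as negative control.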
# Pol beta inh = qHTS Assay for Inhibitors of DNA Polymerase Beta. Pol beta primer extension/strand displacement, fluorescence kinetic. AID 485314, 2010. P06746. hit rate 1.3% among 340,000. Potency, µM (top dose mostly 114 µM), for the others: top-dose activity change, negative = inhibition, actives largely listed as inhibitors; note: % is set by controls: 0 for no effect and ±100 for the full control effect
#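 10 nM enzyme + cpd, 15 min RT; start with substrate 50 nM final; read 0 min and after 10 min RT. Corrected, normalized data; 4-parameter Hill curve fit.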
# Pol eta inh = qHTS for Inhibitors of Polymerase Eta; DNA polymerase eta (Homo sapiens), Q9Y253; recombinant Pol eta, fluorescent DNA replication assay; Potency, µM (titrated, usually from 114 µM), without a hit: at the highest dose activity change, negative = inhibition, hits mostly inhibitors; hit rate 1.2% among 390,000; AID 588591, 2011; note: % is set by controls: 0 for no effect and ±100 for the full control effect
#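 Pol eta at 10 nM preincubated with compounds 15 min at room temperature; reaction started with fluorescent substrate (50 nM final) and read kinetically at 0 and 10 min.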
# G9a inh = qHTS Assay for Inhibitors of Histone Lysine Methyltransferase G9a | G9a H3K9 monomethylation, AlphaScreen, 2 h | Potency, µM (doses to about 102 µM), without a hit: at the top dose activity, negative = inhibition, most hits filed as inhibitors | hit rate 8.8% among 350,000 | AID 504332, 2011; note: % is set by controls: 0 for no effect and ±100 for the full control effect; nearly all actives have a fitted effect of over 75% in size
#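 Chemiluminescent proximity detection of H3K9 monomethylation, read after 10 min bead incubation in the dark. Reaction: 20 nM G9a, 500 nM biotin-H3K9 peptide, 20 uM SAM cofactor, 2 h, room temperature, following 15 min enzyme-compound preincubation.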
# APEX1 inh = qHTS Assay for Inhibitors of the Human Apurinic/apyrimidinic Endonuclease 1 (APE1); DNA repair nuclease/redox regulator APEX1 (Homo sapiens), P27695; recombinant APE1, TAMRA/BHQ-2 abasic DNA cleavage fluorescence; Potency, µM (doses to about 65.8 µM), for the others: at the highest dose activity change, negative = inhibition, usual class: inhibitors; hit rate 0.35% among 350,000; AID 2517, 2012;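 note: plate controls were vehicle for no effect and reference inhibitor for full effect; nearly all actives have a fitted effect of over 55% in size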
#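 Endonuclease cleavage of a quenched abasic-site DNA duplex (50 nM) by APE1 (0.75 nM) was tracked by TAMRA dequenching. Compounds were preincubated with enzyme 15 min at room temperature; data normalized to buffer-only and DMSO wells plus NSC13755 control.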
# Numbers without * were called inactive; ? = inconclusive; · = no result given; & = joins results of further samples; [ ] = remark or other dose. Calls come from the whole dose curve; as a rule, active = well fitted curve in the direction sought with a large enough effect; inconclusive = small, poorly fitted or top-dose-only effect, or another doubt; inactive = no such curve, though single readings can be large; an effect the other way counts as inactive or inconclusive. Potency is the fitted concentration of half-maximal effect. Some of the compounds tested; the hit share may differ from the screen's.
SMILES,Pol kappa inh,BLM helicase inh,JMJD2A Tudor,BAZ2B block,POLI inh,Pol beta inh,Pol eta inh,G9a inh,APEX1 inh
COc1cccc(NC(=O)C2CC(=O)N(C)C(=Nc3cccc(F)c3)S2)c1 (stereo not given),-15%[60.1 µM],-7%,-15%,-22%,0%,-20%,-6%,-4%,-9%
COc1ccc(-c2nc(C)c(CCNS(=O)(=O)c3ccc(F)cc3)s2)cc1OC,-6%[60.1 µM],-1%,-21%,-8%,16%,21%,-9%,6%[59 µM],·
O=S1(=O)CCO[C@H]2Cc3ccccc3[C@H]2N1Cc1ccccc1,0%&-8%,-1%,-18%,8%,1%&-1%,0%,-1%,-11%,-2%
O=C(c1cc(-c2ccc(Cl)cc2)n[nH]1)N1CCN(S(=O)(=O)c2ccc(Br)s2)CC1,1%,-5%,-3%,1%,8%,13%,-3%,10%[59 µM],·
COc1ccccc1NC(=O)c1cc2c(s1)-c1ccccc1S(=O)(=O)C2,-4%,-8%,4%,-15%,-9%,47%,-13%,3%,-1%
Cc1ccc(-c2nnc(CCC(=O)N(C)Cc3nccs3)o2)s1,-1%,-9%,-13%,-4%,51%[activator],-16%,-16%,-5%,6%
Cc1ccc(NC(=O)CSc2ncn[nH]2)cc1S(=O)(=O)N1CCOCC1,-11%,1%,-10%,18%,-9%,1%,-10%,11%,-3%
COCc1[nH]nc2c1C(c1ccnc3ccccc13)C(C#N)=C(N)O2 (stereo not given),-4%,-2%,-12%,-4%,-6%,2%,-2%,-50%[59 µM],0%
Cn1c(SCc2ccccc2F)nc2cccnc21,7%,1%,4%,0%,-2%,13%,-13%,27%,-1%
Cc1ccc(NS(=O)(=O)c2ccc3[nH]c(=O)c(=O)[nH]c3c2)cc1Cl,-27%,-1%,-22%,-20%,51%[activator],8%,-9%,5%,4%
C=CCn1c(C)cc(C(=O)COc2ccc(S(=O)(=O)N3CCCC3)cc2[N+](=O)[O-])c1C,1%,-1%,-12%[57.1 µM],-35%,14%,-13%,-7%,?,3%
COc1cc(/C=N/Nc2ccc([N+](=O)[O-])cc2S(=O)(=O)N2CCOCC2)cc(OC)c1OC,-2%,-3%,8%,0%,175%[activator],17%,-22%,?,?
CC1O[C@@H](OC2C(COC3OC(CO)C(O)[C@H](O)C3O)OC(OC3CC[C@]4(C)C(CC[C@@]5(C)[C@@H]4CC=C4[C@@H]6CC(C)(C)CC[C@]6(CO)C(O)C[C@]45C)C3(C)C)C(O)C2O)C(O)C(O)C1O (stereo not given in full),-5%,·,?,·,-6%,·,-7%,·,-19%
CC(C)c1nc2sc3c(=O)[nH]c(=S)[nH]c3c2c2c1CCC2,·,1%,·,?,·,32%,·,?,-2%
CC(=O)c1cc2c(cc1NC(=O)Cc1c(C)noc1C)OCO2,-22%,·,-27%,·,86%[activator],·,3%,·,12%
O=c1oc(C2(O)CCCCC2)cc2ccc(-c3ccc4[nH]ccc4c3)cc12,-11%,·,-18%,·,-3%,·,-1%,·,15%
Cc1ccc(CNC(=O)C2CCCN2C(=O)Nc2ccccc2)cc1 (stereo not given),-7%,-3%,-8%,4%,9%,74%,-1%,7%,1%
O=C(O)c1cccc2c1C(=O)c1ccc(-c3ccc(F)cc3OCc3ccccc3)cc1S2(=O)=O,-33%,·,?,79µM*,?,·,79µM*,-13%[0.501 µM],37%
O=C(CSc1nnc(NC(=O)c2ccccc2[N+](=O)[O-])s1)NC1CCCC1,6%,·,-15%,·,131%[activator],·,-10%,·,·
Cc1cccc(-c2ocnc2C(=O)Nc2ccccc2NC(=O)c2ccccn2)c1,-4%,-10%,-31%,-11%,11%,0%,-9%,-3%,34%
CCOC(=O)C1CCN(C(=O)COc2ccc(N(C)S(=O)(=O)c3ccc(C)cc3)cc2)CC1,-11%,-1%,-18%,-5%,-11%,1%,-2%,8%,1%
COc1ccc(N(C(=O)Cc2cccs2)C(C(=O)NC2CCCCC2)c2cccn2C)cc1 (stereo not given),-11%,-5%,-3%,6%,-8%,4%,-1%,20%[59 µM],-5%
Nc1cc(=O)[nH]c(=S)n1-c1cccc(C(F)(F)F)c1,0%,-2%,-10%,-27%,8%,1%,-8%,?,-9%
CCCCN1CC(COc2ccccc2)Oc2cccc(F)c2S1(=O)=O (stereo not given),-4%,·,12%,·,2%,·,?,·,·
CCN(c1ccccc1)S(=O)(=O)c1ccc(C(=O)NCC(c2ccccc2OC)N2CCCC2)cc1 (stereo not given),-9%,·,-23%,·,17%,·,-20%,·,·
CC(C)(C)OC(=O)C[C@H]1C/C=C\C[C@H](CC(=O)N[C@H](CO)Cc2ccccc2)C(=O)N2CCC[C@H]2COC1=O,-13%,·,-12%,·,-5%,·,-8%,·,?
O=C1c2ccccc2C(=O)N1n1c(=O)[nH]c2ccccc2c1=O,-7%,2%,-11%,-4%,9%[58.9 µM],5%,-22%,13%[59 µM],4%
O=C(CN1CCN(S(=O)(=O)c2ccc(Cl)cc2)CC1)Nc1ccc(F)cc1F,-6%,-3%,19%[11.4 µM],-4%,-11%,-1%,-26%,-16%[59 µM],-4%
O=C(CCNS(=O)(=O)c1cccc2nsnc12)NCc1ccc(F)cc1,-7%,-2%,-3%,·,-16%,-22%,2%,-30%,-6%
CN(CC(=O)Nc1ccccc1Cl)CC(=O)N1CCc2ccccc21,-4%,·,0%,2%,-12%,·,-10%,21%[12.7 µM],23%

# Complete entries as entered above. Screens in order: Pol kappa inh	BLM helicase inh	JMJD2A Tudor	BAZ2B block	POLI inh	Pol beta inh	Pol eta inh	G9a inh	APEX1 inh
# `O=c1oc(C2(O)CCCCC2)cc2ccc(-c3ccc4[nH]ccc4c3)cc12` is entered as -11%	·	-18%	·	-3%	·	-1%	·	15%
# `O=C1c2ccccc2C(=O)N1n1c(=O)[nH]c2ccccc2c1=O` is entered as -7%	2%	-11%	-4%	9%[58.9 µM]	5%	-22%	13%[59 µM]	4%

# (list continues)
SMILES,Pol kappa inh,BLM helicase inh,JMJD2A Tudor,BAZ2B block,POLI inh,Pol beta inh,Pol eta inh,G9a inh,APEX1 inh
C#Cc1ccc([C@@H]2C=C(C(=O)N3CCOCC3)O[C@H](OCc3ccc(CO)cc3)C2)cc1,-40%,·,-14%,·,21%,·,-16%,·,·
NC(=O)COC(=O)C12CC3CC(CC(O)(C3)C1)C2,6%,-4%,-35%[57.1 µM],-11%,36%[activator],14%,-19%,-35%,-5%
Oc1c(C(c2ccccc2Cl)N2CCC(O)CC2)sc2nc(-c3ccco3)nn12 (stereo not given),-4%[60.1 µM],2%,-17%,-17%,3%,7%,-7%,?,·
Clc1nccnc1N/N=C/c1ccc(Br)cc1,-17%,-2%,-20%,?,3%,0%,-16%,-31%,27%
COc1cccc(-c2nc(S(=O)(=O)c3ccc(C)cc3)c(N3CCCCC3)o2)c1,9%,-7%,-21%,-35%,6%,35%,·,?,·
O=C(NC1CCCCC1)C1CCCN(S(=O)(=O)c2ccc(F)cc2)C1 (stereo not given),-1%,-1%,-12%,-4%,60%[activator],10%,-18%,-19%,57%[activator]
CCC1=Nc2cc(C(=O)NCCCOC)ccc2Sc2ccccc21,-3%,-3%,-1%[57.1 µM],-6%,-6%,-2%,-13%,?,17%
CC(C)C(NC(=O)CCNC(=O)c1ccc(C(C)(C)C)cc1)c1nc2ccccc2[nH]1 (stereo not given),-3%,·,-1%,11%,18%,·,-13%,10%[12.7 µM],-13%
C=CCn1c(CCNC(=O)c2cccs2)nnc1SCC(=O)c1cccc([N+](=O)[O-])c1,-18%,-2%,-12%,-10%,7%,-12%,-1%,6%[59 µM],-3%
CCC/C(O)=C1\C(=O)CC(C)(C)CC1=Nc1ccc(OC)cc1OC,-3%,-3%,-7%,-1%,-8%,4%,-14%,0%[59 µM],-1%
COc1cc2c(cc1OC)C(COc1ccccc1OC)N(C(C)=O)CC2 (stereo not given),5%,1%,-6%,8%,29%,25%,-19%,1%,1%
CCCCNC(=O)OCC(CC)NC(=O)OCC(C)C (stereo not given),-2%,-1%,-9%,-5%,6%,7%,-3%,-6%,0%
Cc1ccc(/C=C(\NC(=O)c2ccccc2)C(=O)NCCN2CCOCC2)o1,-15%,-1%,-18%,-22%,-10%,?,-17%,10%,43%
Cc1ccc(/C=C2/NC(=O)N(Cc3ccccc3F)C2=O)s1,-23%,-1%,0%,5%,-4%,1%,5%,-40%,-9%
COc1cc(NC(=O)C2CC(=O)NC3=C2C(=O)CCC3)cc(OC)c1 (stereo not given),-1%,2%,1%,-9%,21%,3%,-13%,45%[59 µM],1%

# Retrieved by compound from above, three records:
SMILES,Pol kappa inh,BLM helicase inh,JMJD2A Tudor,BAZ2B block,POLI inh,Pol beta inh,Pol eta inh,G9a inh,APEX1 inh
Clc1nccnc1N/N=C/c1ccc(Br)cc1,-17%,-2%,-20%,?,3%,0%,-16%,-31%,27%
CC(C)C(NC(=O)CCNC(=O)c1ccc(C(C)(C)C)cc1)c1nc2ccccc2[nH]1 (stereo not given),-3%,·,-1%,11%,18%,·,-13%,10%[12.7 µM],-13%
Oc1c(C(c2ccccc2Cl)N2CCC(O)CC2)sc2nc(-c3ccco3)nn12 (stereo not given),-4%[60.1 µM],2%,-17%,-17%,3%,7%,-7%,?,·

# Further compounds.
SMILES,Pol kappa inh,BLM helicase inh,JMJD2A Tudor,BAZ2B block,POLI inh,Pol beta inh,Pol eta inh,G9a inh,APEX1 inh
Cc1cc(CN2C(=O)c3ccccc3C2=O)on1,-3%,-2%,-1%,-3%,-10%,2%,-8%,3%,-5%
O=C(CC(=O)Nc1ccccc1)Nc1ccccc1,-17%,·,-11%,·,22%,·,-4%,·,·
CCCC(=O)Nc1nnc(S(=O)(=O)N(C)Cc2ccco2)s1,-1%,-2%,?,?,50%[activator],1%,-4%,?,19%
Cc1onc(-c2c(F)cccc2Cl)c1C(=O)NCc1ccccn1,-14%,-1%,-8%,-28%,23%,-24%,-10%,-2%[59 µM],8%
CCn1nc(C(=O)OCC(=O)N2c3ccccc3CC2C)c2ccccc2c1=O (stereo not given),-3%,-1%,-20%,6%,-9%,?,2%,-3%,-8%
